OX1R antag-1 = blocks the human orexin 1 receptor. O43613. OX1R-expressing cells, FRET antagonist read-out. 330,000 tested, 1.8% active. inhibition, % at 6.6 µM. AID 485270; in the data active = inhibition mostly above about 38%, no sharp cut-off; inactive = mostly below about 40%;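 also: 0% = agonist challenge alone and 100% = reference antagonist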
Target sequence (O43613 whole entry, looked up): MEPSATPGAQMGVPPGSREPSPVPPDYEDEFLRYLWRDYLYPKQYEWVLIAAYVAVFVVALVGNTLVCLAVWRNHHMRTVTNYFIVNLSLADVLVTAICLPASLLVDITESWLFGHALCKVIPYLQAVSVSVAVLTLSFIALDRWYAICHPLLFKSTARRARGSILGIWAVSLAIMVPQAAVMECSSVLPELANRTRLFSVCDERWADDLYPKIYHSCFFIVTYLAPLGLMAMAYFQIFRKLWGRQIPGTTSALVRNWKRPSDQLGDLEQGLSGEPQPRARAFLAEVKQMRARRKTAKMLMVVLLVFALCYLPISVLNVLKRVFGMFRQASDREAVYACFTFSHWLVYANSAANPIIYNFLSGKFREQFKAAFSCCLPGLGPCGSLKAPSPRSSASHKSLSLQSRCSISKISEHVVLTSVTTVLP
OX1R antag-2 = human HCRTR1 antagonism. O43613. CHO/OX1R cells, Fluo-8 calcium fluorescence, orexin A. inhibition, % at 5 µM. 330,000 tested, 0.43% active. AID 434989;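 active = inhibition above its plate's threshold, mean inhibition of all tested compounds on the plate plus 3 SD, cut at about 37% in these data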;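 also: 0% = orexin A challenge wells and 100% = SB-334867-A antagonist wells; not every result past the cut was called active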
The depositor's hits bear a star. Rows were taken by chance. Share with any hit: about 2.1%.

SMILES	OX1R antag-1	OX1R antag-2
Cc1cccnc1Sc1c([N+](=O)[O-])ncn1C	9	-3
COc1ccc(OC)c(C2C(C(=O)c3ccc(C)o3)=C(O)C(=O)N2CCCN2CCOCC2)c1 (stereo unspecified)	7	-8
CCOC(=O)C1(Cc2cccc(OC)c2)CCN(Cc2ccccc2OC)CC1	32	-36
COc1ccc(NC(=O)CSc2nnc(NC(=O)C3CCC3)s2)c(OC)c1	15	-18
CC1CC(C)CN(CCCNC(=O)CCC(=O)N2CCOc3ccccc32)C1 (stereo unspecified)	7	-9
CC(C)(C)SC(=O)CC1NS(=O)(=O)OC2CCCCC12 (stereo unspecified)	10	-16
Cc1ccc(C)c(OCCC(=O)NNC(=O)c2ccccc2F)c1	13	0
COc1cccc(CNc2nnnn2C)c1	17	-14
CCOc1cc(C(=O)NC(C)COC)cc(OCC)c1OCC (stereo unspecified)	8	-7
CCc1ccc(C2=Nn3c(nnc3-c3cccs3)SC2)cc1	16	-53
COc1cccc(N2C(=O)CC(Nc3ccc(N4CCOCC4)cc3)C2=O)c1 (stereo unspecified)	39*	-6
CC(=O)Nc1sc(C)c(C)c1C(=O)OCC(=O)Nc1cccc(C)c1	5	15
COc1ccc(NC(=O)CCSc2nnnn2C)cc1	1	-6
CCC1Nc2ncnc(N3CCOCC3)c2N(Cc2ccc(OC)cc2)C1=O (stereo unspecified)	8	-16
COc1ccc(S(=O)(=O)N2CCOCC2)cc1NC(=O)COC(=O)C1CC2CCCC(C1)C2=O (stereo unspecified)	0	-3
Cc1ccc(-n2c(SCC(=O)Nc3ccc4c(c3)OCCO4)nnc2-c2ccco2)cc1	25	-33
O=C(Cn1nc(C(=O)O)c2ccccc2c1=O)NCCC1=CCCCC1	42	-12
COc1cc(/C=C(\C#N)C(=O)NCC2CCCO2)ccc1OC(=O)c1ccco1 (stereo unspecified)	7	-9
CCC(=O)Nc1nc(C)c(-c2csc(Nc3cccc(C(=O)O)c3)n2)s1	22	-8
OCCC1CN(Cc2cccnc2)CCN1CCc1ccccc1 (stereo unspecified)	-1	-19
O=C1OCCC1Sc1nnc(-c2ccc(F)cc2)n1Cc1ccccc1 (stereo unspecified)	10	-32
COc1ccc(S(=O)(=O)N2CCC(C(=O)N3CCCC3)CC2)cc1Cl	2	-14
COc1cc(OC)nc(Oc2cc(/C=N/O)ccc2OC)n1	21	-31
COc1ccccc1N1CCN(S(=O)(=O)c2cn(C)nc2C)CC1	-2	-8
CSC1=C(C#N)C2(CCCC2)C(C#N)=C(N)N1	-4	-13
(continued)
SMILES	OX1R antag-1	OX1R antag-2
Cc1c(NC(=O)Nc2ccc(Cl)c(Cl)c2)c(=O)n(-c2ccccc2)n1C	8	27
O=C(CP(=O)(c1ccccc1)c1ccccc1)Nc1cccc(CP(=O)(c2ccccc2)c2ccccc2)c1	26	-41
CN1/C(=C\C(=O)c2cccs2)C(C)(C)c2ccccc21	24	-29
CCn1c(COc2cccc(C)c2)nnc1SCC(=O)N1CCCC1	4	-10
COc1cc([N+](=O)[O-])ccc1NC(=O)Nc1cnccn1	1	3
CCCN(C(=O)CSCC(=O)Nc1cccc(C)c1)c1c(N)n(Cc2ccccc2)c(=O)[nH]c1=O	14	-16
CN(C(=O)CSc1nnc(Nc2ccccc2)s1)c1c(N)n(Cc2ccccc2)c(=O)[nH]c1=O	35	-16
Cc1ccc(CNC(=O)C(=O)c2cn(CC(=O)N3CCOCC3)c3ccccc23)cc1	-3	-18
CC(=O)NC1(C(=O)O)CCCC1	3	-8
COc1ccc(-c2cc(-c3cc(OC)ccc3O)[nH]n2)cc1	33	-14
CC(=O)OCC(=O)Nc1cc(S(=O)(=O)N2CCCCCC2)ccc1Cl	2	-14
COc1ccccc1C1CC(c2cccs2)=NN1C(=O)CCC(=O)O (stereo unspecified)	13	-5
O=C(CC1C(=O)NCCN1Cc1c(F)cccc1Cl)NCCC1=CCCCC1 (stereo unspecified)	8	-21
C=CCn1c(SCC(=O)NC2CCCCC2)nnc1-c1cccnc1	9	-18
Cc1ccc(-n2c(C)cc(/C=N/NC(=O)c3ccncc3)c2C)cc1C	6	-29
O=C(CCS(=O)(=O)Cc1ccccc1F)N1CCc2ccccc2C1	5	-1
O=C(c1cccc(OC(F)F)c1)N1CCN(c2ncccn2)CC1	8	-18
COc1cccc(CN2CCNC(=O)C2CC(=O)N(C)C2CCOCC2)c1 (stereo unspecified)	7	3
c1ccc(-c2nnc3n2-c2ccccc2SC3)cc1	4	-14
CC1=C(C(=O)OCc2ccccc2)C(c2ccc(Cl)cc2)NC(=O)N1CCCC(=O)O (stereo unspecified)	23	12
Cc1ccc(S(=O)(=O)N2CC3CCC2C3)cc1 (stereo unspecified)	5	-7
COc1ccc(CC(=O)NCc2nnc(SCC(=O)Nc3ccccc3)n2C)cc1	14	-4
CC(=O)N1CC(=O)N=C1SCC(=O)Nc1nc(C)c(-c2ccccc2)s1	24	-2
CCn1c(=S)sc2c(=O)[nH]c(C)nc21	23	-16
O=C(COc1ccccc1)N1CCN=C1SCc1cccc(F)c1	19	-6

Entries from the list above that have an aryl thioether with sulfur outside any ring:
SMILES	OX1R antag-1	OX1R antag-2
Cc1cccnc1Sc1c([N+](=O)[O-])ncn1C	9	-3
COc1ccc(NC(=O)CSc2nnc(NC(=O)C3CCC3)s2)c(OC)c1	15	-18
COc1ccc(NC(=O)CCSc2nnnn2C)cc1	1	-6
Cc1ccc(-n2c(SCC(=O)Nc3ccc4c(c3)OCCO4)nnc2-c2ccco2)cc1	25	-33
O=C1OCCC1Sc1nnc(-c2ccc(F)cc2)n1Cc1ccccc1 (stereo unspecified)	10	-32
CCn1c(COc2cccc(C)c2)nnc1SCC(=O)N1CCCC1	4	-10
CN(C(=O)CSc1nnc(Nc2ccccc2)s1)c1c(N)n(Cc2ccccc2)c(=O)[nH]c1=O	35	-16
C=CCn1c(SCC(=O)NC2CCCCC2)nnc1-c1cccnc1	9	-18
COc1ccc(CC(=O)NCc2nnc(SCC(=O)Nc3ccccc3)n2C)cc1	14	-4

The listing continues:
SMILES	OX1R antag-1	OX1R antag-2
Cc1cc(O)c(C(C)C)cc1NS(=O)(=O)c1ccccc1	36	3
CCOC(=O)C/C(C)=N/NC(=O)CN(c1ccc(Br)cc1)S(=O)(=O)c1ccccc1	8	-35
S=C(NCc1ccccn1)Nc1ccccc1Cl	18	14
Cc1ccc(/C=C2/SC(=Nc3ccc(F)cc3)NC2=O)s1	11	4
COc1ccc(NC(=S)Nc2nc(CC(=O)Nc3ccccc3OC)cs2)cc1	10	-1
CCOC(=O)C1CCCN(S(=O)(=O)c2ccc(S(N)(=O)=O)cc2)C1 (stereo unspecified)	14	2
CCCCn1nc(C(=O)Oc2ccc3c(C)cc(=O)oc3c2)c2ccccc2c1=O	4	-12
CC1CCCCN1CCNC(=O)CCc1nnc2n(Cc3ccccc3)c(=O)c3ccccc3n12 (stereo unspecified)	14	-16
Cc1ccc(C(=O)Oc2ccc(C(=O)COC(=O)C3CC(=O)N(Cc4ccco4)C3)cc2)cc1 (stereo unspecified)	14	-24
C=CCc1ccc(OCCCNCc2ccccc2)c(OC)c1	7	-27
COc1cc(CN(C)CC2CCCN(CCc3cccc(C(F)(F)F)c3)C2)ccc1O (stereo unspecified)	14	-24
CN(C)c1ccc(-c2nnn(CC(=O)NCc3ccc4c(c3)OCO4)n2)cc1	21	-16
C(=N\N1CCN(c2ccccn2)CC1)/c1ccccn1	1	-27
CCn1cc(C(=O)NCCCN(C)c2ccccc2)c(=O)c2cc(S(=O)(=O)N(C)C)ccc21	9	-16
O=C(/C=C/c1ccc(F)cc1)NC(=S)NNC(=O)c1cnccn1	7	-16
COc1cc2sc(NC(=O)c3ccco3)nc2cc1Cl	14	4
COc1ccc(/C=C(/C#N)C(=O)Nc2ccc(O)cc2)cc1C(=O)O	35	-7
CCOc1ccc(CCNC(=O)COC(=O)c2c(C)nn(-c3ccccc3)c2C)cc1OCC	23	-38
CCOc1ccccc1-c1nc(-c2cc3ccccc3nc2OC)no1	21	-3
Fc1ccc(Oc2cnns2)cc1	12	-8
O=S(=O)(/N=C(/c1ccccc1)N1CCCCC1)c1ccccc1	38	1
Cc1ccc(C(=O)COC(=O)C(C)N2C(=O)C3C4CCC(C4)C3C2=O)cc1C (stereo unspecified)	10	-14
COc1ccc(-c2nnc(SCC#CCO)o2)cc1OC	43	-6
CCN1C(=O)[C@@H]2[C@@H](c3ccc(SC4CCCCC4)c(OC)c3)N3CCCC[C@@]3(C(=O)OC)[C@@H]2C1=O	8	-46
COc1cc(/C=C(\C#N)C(=O)Nc2ccc(C(=O)O)cc2)ccc1OC(=O)c1cccc(F)c1	13	1
Other results:
SMILES	OX1R antag-1	OX1R antag-2
COc1ccc(OCC(O)CN(CC(O)COc2ccc(OC)cc2)c2cccc(O)c2)cc1 (stereo unspecified)	12	8
O=C(Nc1cccc(S(=O)(=O)N2CCOCC2)c1)C12CC3CC(CC(C3)C1)C2	4	-6
O=[N+]([O-])c1ccccc1S(=O)(=O)NCCSCc1ccco1	1	9
Cc1onc(-c2ccccc2)c1C(=O)NC(=S)NNC(=O)c1ccccc1O	-6	18
NC(=O)c1ccc(NC(=O)c2ccc(CN3CCOCC3)cc2)cc1	5	0
O=C(CNC(=O)c1cccs1)N=Nc1c(O)[nH]c2ccc([N+](=O)[O-])cc12	41*	-10
Cc1ccc(CN(C)CCc2ccccn2)cc1	0	-15
O=C(CCSc1ccc(F)cc1)NNC(=O)c1ccc([N+](=O)[O-])cc1	20	-15
O=C(c1cc2ccccc2o1)N1CCN(c2ccccc2Cl)CC1	14	-25
COc1ccccc1N1CCN(CC(=O)Nc2ccccc2C(=O)NC(C)c2ccccc2)CC1 (stereo unspecified)	9	-18
CCc1ccc(C2NC(c3ccc(CC)cc3)C([N+](=O)[O-])C(C)(C)C2[N+](=O)[O-])cc1 (stereo unspecified)	9	-38
COCCNC(=O)CSc1nnc(-c2ccc(C)cc2)c(-c2ccc(C)cc2)n1	50	-3
O=C(NCCc1ccccc1)c1ccc2c(c1)N(Cc1ccccc1)C(=O)CS2=O (stereo unspecified)	17	-23
COc1ccc(C2C(C(=O)N3CCN(c4ccc(OC)cc4)CC3)c3ccccc3C(=O)N2C)cc1 (stereo unspecified)	3	-19
CCCCn1c(N)c(N(CCOC)C(=O)C2CCCN(C(=O)c3ccc(Cl)cc3)C2)c(=O)[nH]c1=O (stereo unspecified)	10	-10
Cc1cc(C(=O)Nc2ccc(N3CCOCC3)cc2)c2ccccc2n1	7	-19
CC1(NC(=S)Nc2ccc(NC(=S)NC3(C)CCS(=O)(=O)C3)cc2)CCS(=O)(=O)C1 (stereo unspecified)	8	-7
CC(C)(C)NC(=O)[C@@H]1CN(Cc2cccnc2)CCN1C[C@@H](O)C[C@@H](Cc1ccccc1)C(=O)N[C@H]1c2ccccc2C[C@H]1O	9	-7
N#CC1(Cc2ccc(Cl)cc2)c2ccccc2C=CN1C(=O)c1ccccc1 (stereo unspecified)	17	-7
CCCCNc1nnc(SCC(=O)c2c(N)n(C3CC3)c(=O)[nH]c2=O)s1	5	1
O=[N+]([O-])c1cccc(S(=O)(=O)N2CCN(c3ccccn3)CC2)c1	28	-14
COC(=O)c1c(NC(=O)Nc2ccc(Cl)cc2)sc(C)c1C	-4	-12
COC(=O)c1ccc2c(c1)c(-c1ccccc1)c(-c1ccccc1)n2C	10	-30
CC(=O)N(C)Cc1ccc(C(=O)CSc2nnc(C3CC3)n2C2CC2)cc1	4	1
COc1ccc(S(=O)(=O)N2CCC3(CC2)CC(=O)c2ccccc2O3)cc1OC	4	-15
Next part
SMILES	OX1R antag-1	OX1R antag-2
O=C(N/N=C/c1ccc(O)cc1)c1cc(-c2ccccc2)nc2ccccc12	3	-38
COc1ccc2c(c1OC)C(=O)OC2Nc1ccc(S(=O)(=O)N=C(N)N)cc1 (stereo unspecified)	0	-15
CCOC(=O)C1CCN(C(=O)c2ccc3c(c2)OCCO3)CC1	1	-10
Cc1ccc(Cn2ccc(NC(=O)c3noc4c3CCCC4)n2)cc1	5	-8
COc1ccccc1NC(=O)c1cc(C(=O)O)ccc1C(=O)O	11	-9
COC(=O)c1ccc(Cn2cc([N+](=O)[O-])cn2)cc1	0	5
CC(C)NC(=O)N(C)C[C@H]1Oc2c(cccc2N(C)C)C(=O)N([C@H](C)CO)C[C@@H]1C	4	-9
COC(=O)C1CCN(C(=O)COc2cc3sc(C)nc3c3sccc23)CC1	11	-23
CCOC(=O)/C(=C/c1ccc(OC(=O)c2ccccc2)cc1)C(C)=O	9	-14
Cc1cc(NC(=O)CSc2nc3ccccc3[nH]2)no1	22	4
COc1ccc(-n2cnc3cc(C(=O)N4CCOCC4)ccc32)cc1	7	5
CCC(NC(=O)c1cccc(Cn2nc(C)c([N+](=O)[O-])c2C)c1)c1ccc(C(C)C)cc1 (stereo unspecified)	4	-31
COc1ccc(OC)c(S(=O)(=O)Nc2cc3c4c(c2)C(C)C(=O)N4CCC3)c1 (stereo unspecified)	24	-18
COc1ccc2[nH]cc(CCNC(=O)C3CCCCC3)c2c1	-6	-23
CC1CCCN(C(=O)c2cccc(S(=O)(=O)Nc3cc(C(F)(F)F)ccc3Cl)c2)C1 (stereo unspecified)	40	-17
CCOc1ccc(N(CC(=O)NCCOc2ccc(C)cc2)S(=O)(=O)c2ccccc2)cc1	5	-19
Cc1c(C(=O)N2CCN(Cc3ccc4c(c3)OCO4)CC2)cccc1[N+](=O)[O-]	1	-5

OX1R antag-1, what is marked active above.
SMILES	OX1R antag-1	OX1R antag-2
COc1cccc(N2C(=O)CC(Nc3ccc(N4CCOCC4)cc3)C2=O)c1 (stereo unspecified)	39*	-6
O=C(CNC(=O)c1cccs1)N=Nc1c(O)[nH]c2ccc([N+](=O)[O-])cc12	41*	-10
